M. tuberculosis = growth inhibition of non-replicating M. tuberculosis (AID 488890); Mycobacterium tuberculosis non-replicating, growth inhibition; higher % means a stronger effect; inhibition, % at 25 µM, or IC50 in µM where a hit was titrated; 320,000 tested, 0.39% active; in the data active = a potency from the dose series; inconclusive = inhibition mostly from about 82% at the one dose, without a potency; inactive = the rest, 99 in 100 with inhibition below about 76%;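 note: plate controls were DMSO cells for no effect and high antibiotic wells for full effect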
inhibitors of VEEV = inhibitors of VEEV TC-83 cytopathic effect, confirmation, Vero cells (AID 588727); Vero cells, VEEV TC-83 cytopathic effect inhibition; higher % means a stronger effect; inhibition, % at 20 µM, or IC50 in µM where a hit was titrated; 350,000 tested, 0.13% active; in the data active = a potency from the dose series; inconclusive = inhibition mostly from about 14% at the one dose, without a potency; inactive = the rest, 99 in 100 with inhibition below about 12%; note: strong numbers were not always called active
influenza NS1A = H1N1 influenza NS1A inhibitors, functional cell based assay (AID 504329). NS1A functional cell-based assay, percent inhibition; higher % means a stronger effect. one-dose inhibition, % at 12.5 µM; IC50 in µM for titrated hits. 340,000 tested, 0.3% active; in the data active = a potency from the dose series; inconclusive = inhibition above about 27% without an active follow-up result; note: strong numbers were not always called active
H37Rv inhibition = M. tuberculosis growth inhibition, HTS (AID 449762). M. tuberculosis H37Rv growth inhibition, 7H9 media; higher % means a stronger effect. inhibition, % at 25 µM; hits with a dose series show IC50 in µM. 330,000 tested, 0.59% active; in the data active = a potency from the dose series; inconclusive = inhibition above about 70% without an active follow-up result;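 note: bacterial growth assessed after seven days of incubation; strong numbers were not always called active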
Salmonella PhoP GFP = Inhibition of PhoP regulon, Salmonella typhi GFP reporter cells, confirmation, 4 h (AID 1850). Salmonella Typhi PhoP-promoter GFP reporter, fluorescence, 4 h; higher % means a stronger effect. one-dose inhibition, % at 50 µM; IC50 in µM for titrated hits. 310,000 tested, 0.33% active; in the data active = a potency from the dose series; inconclusive = inhibition mostly from about 25% at the one dose, without a potency; inactive = the rest, 99 in 100 with inhibition below about 19%;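 note: 0% = induced wells with vehicle and 100% = uninduced wells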
inhibitors of VEEV 10K pilot screen = further read-out of inhibitors of VEEV, marked with its call; inhibition, %; measured here: 10K pilot screen inhibition
* marks the source's active call; other numbers are inactive results; i = inactive; u = inconclusive; x = no result given. Not a hit list. About 1.4% of those tested had a hit in this group.

SMILES	M. tuberculosis	inhibitors of VEEV	influenza NS1A	H37Rv inhibition	Salmonella PhoP GFP	others
COc1ccc(CCn2c(C(C)C)nc3oc4ccccc4c(=O)c3c2=O)cc1	25.4%	2.1%	0.6%	-2.8%	4.2%
CC(C)CCNC(=O)CSc1nc2ccccc2s1	u	3.9%	2.2%	-6.0%	-8.5%
CC(C)NC(=S)Nc1ccc2nc3n(c(=O)c2c1)CCCCC3	u	3.3%	-7.0%	-0.4%	-12.0%
CC1(C)CCC/C(=C\c2ccccc2)C1=O	10.2%	0.1%	5.7%	-1.8%	8.2%
Cc1cccc(-n2c(C)nc3cc(C(=O)NCC4CCCO4)ccc32)c1 (configuration not stated)	8.3%	4.4%	7.3%	-0.8%	9.1%
COc1ccc(-c2ccc(=O)n(Cc3cc(=O)n4ccccc4n3)n2)cc1	5.8%	0.9%	6.0%	3.3%	-23.1%
Cc1c(/C=N/n2cnnc2)c2ccccc2n1CCOc1ccccc1	9.6%	i	-1.3%	3.4%	13.6%
Cc1ccc(-c2noc(COc3ccccc3C)n2)cc1	38.1%	5.5%	-13.5%	2.2%	-5.3%
CCOc1ccccc1NS(=O)(=O)c1cccs1	x	0.4%	1.4%	6.0%	-11.3%
COC(=O)C1(C)NC(c2ccc(O)cc2)C2C(=O)N(c3ccc(C)cc3)C(=O)C21 (configuration not stated)	3.8%	1.1%	-9.0%	-2.2%	-1.2%
CCOC(=O)[C@H]1[C@H]2COc3ccc(Cl)cc3[C@@H]2N2C(=O)c3cc(C)ccc3NC(=O)[C@@]12C	-0.6%	2.6%	-37.9%	-5.2%	14.0%
Cn1cc(S(=O)(=O)CC(=O)Nc2ccc3c(c2)OCCO3)c2ccccc21	-5.1%	0.0%	-1.5%	-3.8%	-0.5%
CCOC(=O)C1=C(C)NC(=O)NC1c1ccc2c(c1)OCCO2 (configuration not stated)	-0.1%	4.1%	-3.4%	-6.2%	-6.8%
CCC(C)Nc1nc(SC(C(C)=O)C(C)=O)nc(N(C)C)n1 (configuration not stated)	-8.3%	1.4%	-1.6%	1.1%	10.1%
Cc1ccc(N2C(=O)C3NN=C(C(=O)OCc4ccccc4)C3C2=O)c(C)c1 (configuration not stated)	-3.5%	0.3%	27.2%	-0.6%	8.5%
O=C(O)c1ccc(CN2C(=O)CSC2=S)cc1	9µM*	4.8%	10.3%	0.3%	-4.5%
CN(C)c1ccc(CNC(=O)c2ccc(CNc3c(N4CCCCC4)c(=O)c3=O)cc2)cc1	x	i	7.5%	-8.4%	x
Cc1cnc(NC(=O)c2nn(C)cc2[N+](=O)[O-])s1	x	7.8%	-6.8%	x	x
COc1cc(C(C)=O)ccc1Oc1ncnc2c1cnn2-c1ccccc1	0.0%	i	11.4%	5.3%	-44.0%
Nc1c(C(=O)N2CCCC2)sc2nc(-c3ccccc3)ccc12	14.7%	8.0%	-8.9%	7.3%	-4.0%
O=C(CSc1nc(Nc2ccccc2)nc(N2CCOCC2)n1)Nc1ccc2c(c1)OCCO2	5.3%	i	-4.5%	-2.9%	-8.3%
COc1ccccc1Oc1ccc2c(c1)C(=O)N(c1ccc(Br)c3cccnc13)C2=O	4.9%	4.3%	-0.4%	4.0%	0.8%
Cc1cccc(NC(=O)/C(C#N)=C\c2cn(CC(=O)O)c3ccccc23)c1	24.6%	1.2%	0.6%	47.8%	6.1%
Cc1ccccc1C(=O)Nc1cccc(-c2ccc3nncn3n2)c1	-8.9%	4.9%	0.5%	9.1%	-0.9%

Overlap with the part before: 2 entries, then new ones.
SMILES	M. tuberculosis	inhibitors of VEEV	influenza NS1A	H37Rv inhibition	Salmonella PhoP GFP	others
Cc1cccc(NC(=O)/C(C#N)=C\c2cn(CC(=O)O)c3ccccc23)c1	24.6%	1.2%	0.6%	47.8%	6.1%
Cc1ccccc1C(=O)Nc1cccc(-c2ccc3nncn3n2)c1	-8.9%	4.9%	0.5%	9.1%	-0.9%
CCOc1ccc(-n2c(SC(C)C)nc3c(c2=O)SCC3)cc1	2.6%	3.3%	-0.2%	-5.1%	-1.9%
NS(=O)(=O)c1ccc(CNC(=O)c2cccc(S(=O)(=O)N3CCc4ccccc43)c2)cc1	7.9%	2.2%	-10.0%	-4.3%	x
CN(C)S(=O)(=O)c1ccc(C(=O)OCC(=O)Nc2ccccc2OC(F)F)cc1	-2.4%	1.6%	-3.7%	-7.8%	-2.1%
CCOC(=O)c1nnn(-c2nn3nnnc3c3ccccc23)c1C	-16.5%	3.8%	2.8%	3.2%	-0.1%
Cc1cc2c(cc1S(=O)(=O)C(C)CC(=O)NCc1ccco1)OCC(=O)N2 (configuration not stated)	1.5%	1.8%	1.9%	10.3%	-4.1%
O=[N+]([O-])c1ccc2nc(-c3cccnc3)[nH]c2c1	29.0%	0.5%	3.5%	5.7%	-7.5%
CC(C)NC(=O)C1(N2C(=O)c3ccccc3C2=O)CCCC1	x	0.4%	6.3%	x	x
CC(=O)Nc1ccc(S(=O)(=O)NCC2CCC(C(=O)NCCCOC(C)C)CC2)cc1 (configuration not stated)	-15.6%	x	x	-5.8%	-2.2%
CCOC(=O)c1ccc(NC(=O)CC2C(=O)OCCN2CC)cc1 (configuration not stated)	6.7%	i	11.6%	41.9%	-8.8%
CN(C)S(=O)(=O)c1cccc(NC(=O)CCNC(=O)c2ccccc2Cl)c1	26.4%	0.2%	0.7%	-4.1%	4.3%
COC(=O)c1ccc(OCC(=O)NCCC2=CCCCC2)c(OC)c1	69.8%	3.5%	-14.6%	51.1%	x
O=C(CSc1nnc(CNC(=O)c2ccccc2)o1)NCc1ccccc1	u	0.8%	-11.2%	-1.8%	-2.1%
Cc1cc(C)cc(C(=O)N2CC(C)OC(C)C2)c1 (configuration not stated)	10.3%	i	-1.4%	-4.1%	-5.8%
Cc1cc(-c2csc(NCc3ccccc3)n2)c(C)n1C	x	0.4%	-0.7%	x	x
Cc1ccc(C(=O)C2CCN(S(=O)(=O)c3ccc(C(=O)O)cc3)CC2)cc1	8.4%	0.1%	-2.0%	2.0%	0.7%
CC(C)Cc1ccc(CN2CCCC(NC(=O)CCCN3CCCC3=O)C2)cc1 (configuration not stated)	-10.6%	i	-0.2%	7.0%	-10.7%
CN(CCNC(=O)C1(O)c2ccccc2NC(=O)N1c1ccccc1)Cc1ccccc1 (configuration not stated)	-11.4%	0.5%	11.9%	-3.1%	-6.7%	inhibitors of VEEV 10K pilot screen=4.8
O=C(c1cc(Cl)cc(Cl)c1)N1CCN(c2cc(C(F)(F)F)nc3ccccc23)CC1	1.6%	0.2%	x	7.9%	0.5%
CCOc1cc(CN2CCCC(N3CCN(c4ccc(F)cc4)CC3)C2)ccc1OC (configuration not stated)	0.3%	2.2%	0.8%	6.3%	12.7%
CC(=O)c1c(C)[nH]c(C(=O)Nc2ccc(C)c(S(=O)(=O)Nc3ccc(C)cc3C)c2)c1C	23.1%	6.2%	0.7%	22.1%	-16.8%
COc1ccccc1N/N=C1\COC(C)(C)CC1=O	8.4%	2.4%	4.1%	7.6%	1.6%
N#Cc1c(SCC(=O)O)nc(N2CCOCC2)c2c1CCCC2	17.9%	0.7%	7.4%	-7.7%	3.0%
CCCn1c(SCC(=O)Nc2ccc(Cl)cn2)nnc1C1CC1	-9.4%	2.0%	-4.2%	-14.0%	-1.3%
S=P(c1ccc(N2CCOCC2)cc1N1CCOCC1)(N1CCOCC1)N1CCOCC1	x	i	-11.8%	x	x
COc1ccc(/C=C/C(=O)N(C)C2CCS(=O)(=O)C2)cc1 (configuration not stated)	x	0.2%	-9.3%	x	x
Cc1ccccc1NC(=O)c1cccnc1	14.1%	i	-1.7%	6.4%	-3.2%
COC(=O)C1(CCSC)NC(c2ccc(O)cc2)C2C(=O)N(c3ccc4c(c3)OCCO4)C(=O)C21 (configuration not stated)	0.2%	2.7%	0.3%	4.3%	-2.5%
COc1ccc(N2CCN(S(=O)(=O)c3c(C)[nH]c(C)c3C(=O)N3CCCCC3)CC2)cc1	-0.8%	2.3%	-6.7%	7.7%	-9.1%
Cc1ccc(C(C)(C)NC(=O)C2CCC(=O)N(CC3CCCCC3)C2)cc1 (configuration not stated)	9.5%	3.9%	-7.5%	0.1%	4.2%
COc1ccccc1C(=O)N1CCN(c2cccc(Cl)c2)CC1	16.9%	10.1%	3.3%	-0.6%	-6.0%
O=C(CN1C(=O)COc2ccc(S(=O)(=O)N3CCOCC3)cc21)Nc1cccc(Cl)c1	8.2%	1.0%	2.4%	0.5%	4.4%
FC(F)Oc1ccc(-c2csc(Cc3nnc4n3CCCCC4)n2)cc1	x	2.9%	-3.0%	x	x	inhibitors of VEEV 10K pilot screen=0.7
O=C1CC(C(=O)Nc2ccccc2)S/C(=N\NC(=O)c2ccccc2Cl)N1 (configuration not stated)	-7.8%	0.7%	2.1%	4.4%	21.9%
Nc1cc(-c2ccc(Br)cc2)nn1Cc1ccccc1	x	i	-0.1%	x	x
Cc1ccc(Nc2nc(N)nc(CN3CCN(Cc4ccc5c(c4)OCO5)CC3)n2)cc1	65.0%	7.0%	-7.5%	-2.1%	-6.9%
COc1ccc(-n2cc(C(=O)Nc3cc([N+](=O)[O-])ccc3OC)c3ccccc3c2=O)cc1	-5.3%	2.8%	1.1%	-3.6%	-4.7%

Structures listed so far with an aryl thioether with sulfur outside any ring:
SMILES	M. tuberculosis	inhibitors of VEEV	influenza NS1A	H37Rv inhibition	Salmonella PhoP GFP	others
CC(C)CCNC(=O)CSc1nc2ccccc2s1	u	3.9%	2.2%	-6.0%	-8.5%
CCC(C)Nc1nc(SC(C(C)=O)C(C)=O)nc(N(C)C)n1 (configuration not stated)	-8.3%	1.4%	-1.6%	1.1%	10.1%
O=C(CSc1nc(Nc2ccccc2)nc(N2CCOCC2)n1)Nc1ccc2c(c1)OCCO2	5.3%	i	-4.5%	-2.9%	-8.3%
CCOc1ccc(-n2c(SC(C)C)nc3c(c2=O)SCC3)cc1	2.6%	3.3%	-0.2%	-5.1%	-1.9%
O=C(CSc1nnc(CNC(=O)c2ccccc2)o1)NCc1ccccc1	u	0.8%	-11.2%	-1.8%	-2.1%
N#Cc1c(SCC(=O)O)nc(N2CCOCC2)c2c1CCCC2	17.9%	0.7%	7.4%	-7.7%	3.0%
CCCn1c(SCC(=O)Nc2ccc(Cl)cn2)nnc1C1CC1	-9.4%	2.0%	-4.2%	-14.0%	-1.3%

(further entries)
SMILES	M. tuberculosis	inhibitors of VEEV	influenza NS1A	H37Rv inhibition	Salmonella PhoP GFP	others
Nc1ccccc1-c1nnc(SCc2ccccc2F)[nH]c1=O	3.1%	2.7%	-2.5%	-7.2%	-19.2%
O=C(CN(Cc1ccccc1)C(=O)CNS(=O)(=O)c1ccc(F)cc1)NCc1ccco1	-1.9%	1.0%	-0.9%	-5.5%	2.4%
NC1=NC(c2ccc(Cl)cc2)C(C(=O)c2ccccc2)N1 (configuration not stated)	1.2%	2.3%	4.9%	0.9%	16.6%
CCCCC(NC(=O)c1ccccc1)C(=O)OCC(=O)N1c2ccccc2Sc2ccccc21 (configuration not stated)	6.3%	3.5%	13.3%	6.7%	-4.2%
COc1ccccc1C(c1nnnn1C(C)(C)C)N1CCCc2ccccc21 (configuration not stated)	0.4%	i	-15.4%	6.0%	-5.6%
S=c1[nH]nc([C@@H]2C[C@H]2c2ccccc2)n1-c1ccccc1Cl	-1.1%	2.1%	-5.1%	-5.6%	-6.4%
CC[C@]12c3[nH]c4cc(CCC(=O)N(C)C)ccc4c3CCN1C(=O)[C@@H](CC(=O)NCCN1CCOCC1)C[C@@H]2C(=O)N1CCN(C(=O)c2ccco2)CC1	x	0.5%	-21.9%	x	x
O=C(NCC(c1ccco1)N1CCCC1)c1cc(=O)[nH]c2ccccc12 (configuration not stated)	16.2%	i	-9.0%	-9.9%	x
Cc1cccc(C(=O)NCC(=O)OCc2cc(=O)n3ccsc3n2)c1	-14.9%	2.9%	-3.5%	-4.7%	1.9%
Cc1n[nH]c(C)c1S(=O)(=O)N1CCOCC1	-2.4%	1.4%	-0.5%	5.0%	-5.5%
COc1ccc2ccc(OCC(=O)Nc3cc(C)on3)cc2c1	30.2%	2.5%	-5.5%	-7.8%	x
Nc1nc(=S)ss1	x	1.1%	1.4%	x	x
Cc1ccc(NC(=S)NC2CC3CCC(C2)N3Cc2ccco2)c(C)c1 (configuration not stated)	25.5%	i	0.6%	1.9%	-12.0%
O=C(COC(=O)/C=C/c1ccc(F)cc1)NC1CC1	12.5%	1.5%	5.2%	-2.9%	x
O=C(Cc1ccc(Cl)cc1)NC1CC1	-3.2%	1.3%	-1.2%	-1.9%	-4.6%
C/C(NCc1ccccc1)=C(\C#N)C(=O)NCc1ccccc1	15.5%	2.5%	-22.8%	4.1%	-1.3%

Assay outcomes as filed in PubChem.
